Source: PubChem (National Center for Advancing Translational Sciences (NCATS))
TR SRC2 fluor cs = alters Texas Red total fluorescence, flagging assay interference; TRb/SRC2 Texas Red total fluorescence interference; Potency, µM (highest dose often 106 µM), inactives show at the top dose fluorescence change, negative = quenching; 0.29% of 280,000 active; AID 1479; active means well fitted curve in either direction with a large enough effect; inconclusive means small, poorly fitted or top-dose-only effect; further: on the % scale 0 is the no-effect control and ±100 the full control effect
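Human TRb ligand-binding domain at 0.6 uM with 20 nM Texas Red SRC2 peptide in Tris buffer containing 1 uM T3 and 5% DMSO, incubated with compound 5 h at ambient temperature. Total fluorescence (555/632 nm) calculated as parallel + 2 × perpendicular.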
TRb SRC2 PPI = inhibitors of human thyroid hormone receptor beta-SRC2 interaction | P10828 | TRbeta-SRC2 peptide binding, fluorescence polarization; receptor liganded with 1 µM T3 | Potency, µM (highest dose often 106 µM), inactives show at the top dose activity change, negative = inhibition, most hits filed as inhibitors | 0.065% of 280,000 active;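 further: plate controls were bound peptide for no effect and peptide without receptor for full effect; nearly all actives have a fitted effect of over 50% in size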
Target sequence (P10828 whole entry, looked up): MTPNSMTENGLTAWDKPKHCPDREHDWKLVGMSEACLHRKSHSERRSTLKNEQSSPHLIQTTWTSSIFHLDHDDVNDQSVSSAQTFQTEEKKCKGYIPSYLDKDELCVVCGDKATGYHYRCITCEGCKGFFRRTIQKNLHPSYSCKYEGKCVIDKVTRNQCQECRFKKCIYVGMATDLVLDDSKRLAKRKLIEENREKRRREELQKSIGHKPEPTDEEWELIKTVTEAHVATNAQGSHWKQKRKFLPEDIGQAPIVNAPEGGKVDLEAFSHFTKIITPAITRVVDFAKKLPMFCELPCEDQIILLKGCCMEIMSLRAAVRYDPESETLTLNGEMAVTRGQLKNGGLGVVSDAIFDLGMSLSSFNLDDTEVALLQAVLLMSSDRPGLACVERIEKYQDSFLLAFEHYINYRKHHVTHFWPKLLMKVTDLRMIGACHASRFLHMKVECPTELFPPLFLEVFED
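Decrease in fluorescence polarization of 20 nM Texas Red SRC2 coactivator peptide flagged inhibition of its binding to 0.6 uM TRb LBD; 1 uM T3 included, incubation 5 hr, ex 555/em 632 nm.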
SMN2 splice enh = increases expression of the SMN2 splice variant. 2.8% of 210,000 active. HEK293 SMN2-luciferase splicing reporter, luminescence, 30-36 h. Potency, µM (titrated, usually from 46.1 µM), without a hit: at the highest dose activity change, positive = activation, actives largely listed as activators; further: % of control where 0% means no effect; nearly all actives have a fitted effect of over 55% in size
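qHTS luciferase splicing reporter: luminescence rises when SMN2 exon 7 is included in transfected HEK293 cells. Compound exposure lasted 30-36 h at 37C, with 4.5 mM final sodium butyrate as control, followed by a ONE-Glo read.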
Numbers without * were called inactive; ? = inconclusive; [ ] = dose if it differs, or a comment. Unless noted, the call rests on the fitted dose curve; in most records, active means well fitted curve in the direction sought with a large enough effect; inconclusive means small, poorly fitted or top-dose-only effect, or another doubt; inactive means no such curve, though single readings can be large; an effect the other way counts as inactive or inconclusive. Potency means the concentration at half of the fitted maximal effect. Not all compounds are listed; count on the stated rates, not on these rows.

no. | Compound | TR SRC2 fluor cs | TRb SRC2 PPI | SMN2 splice enh
1 | CCOc1ccc(NC(=O)C2CC(=O)N(c3ccc(C(C)C)cc3)C2)cc1 (stereo unspecified) | -2% | 6% | 3%
2 | CCS(=O)(=O)c1nc(S(=O)(=O)c2ccc(C)cc2)c(NCCCOC)s1 | -1% | -6% | 8%
3 | CC(C)c1ccc(Cn2c(COc3ccccc3)nc3ccccc32)cc1 | -5% | 1% | -2%
4 | CN(CC(=O)NCc1ccc(Cl)cc1)S(=O)(=O)c1ccc2c(c1)c(=O)n(C)c(=O)n2C | -1% | 2% | 24%
5 | CCC(=O)c1cc2c(cc1NC(=O)c1ccccc1F)OCCO2 | -10% | 5% | 9%
6 | CN(C)C=NC(=O)c1cc2c(n(-c3ccccc3)c1=O)CC(C)(C)CC2=O | ? | 1% | -1%
7 | CCOC(=O)c1ccc(N2C(=O)c3[nH]nc(-c4ccccc4)c3C2c2ccc(CC)cc2)cc1 (stereo unspecified) | -1% | 2% | -78%[inhibitor]
8 | Cc1ccc(S(=O)(=O)n2nc(-c3ccc(Cl)cc3)nc2NCc2ccc(F)cc2)cc1 | 2% | 3% | 1%
9 | COc1ccc(CN2C(=O)N(c3cccc(C)c3)C(=O)C2CC(=O)Nc2ccc(F)cc2)cc1OC (stereo unspecified) | 0% | 0% | -6%
10 | CCCOc1cccc(C(=O)Nc2cccc(NC(=O)c3ccc(Cl)cc3Cl)c2)c1 | -4% | -2% | -11%
11 | COC(=O)c1ccccc1NC(=O)c1ccc(COc2ccccc2Cl)o1 | 0% | -3% | -5%
12 | CCOc1ccc(C(=O)c2cn(CC(=O)Nc3ccc(Cl)cc3)c3cc4c(cc3c2=O)OCCO4)cc1 | 0% | 1% | -16%
13 | Cc1ccc2[nH]c(=O)c(CN(C(=O)c3cccc(Cl)c3)C(C)(C)C)cc2c1 | 32µM*[quencher] | -18%[53 µM] | 3%
14 | COc1ccc(CNC(=O)CCc2nnc3n(CC(C)C)c(=O)c4ccccc4n23)cc1 | -26% | 2% | 1%
15 | COc1ccc(NC(=O)Cn2ncc3c4ccccc4n(Cc4ccccc4)c3c2=O)cc1OC | 0% | 5% | 11%
16 | COc1cc([C@@H]2Nc3c(F)cccc3[C@@H]3C=CC[C@@H]32)cc(Br)c1OC | -3% | 9% | -5%
17 | CSCCC(NS(=O)(=O)c1cccs1)C(=O)Nc1ccc(C)c(Cl)c1 (stereo unspecified) | 0% | 0% | 4%
18 | COC(=O)c1cccnc1-n1c(=O)c2cccnc2n(CC(=O)Nc2ccc(C)cc2C)c1=O | -2% | -5% | -15%
19 | CCCOc1ccc(C(=O)Nc2cc(-c3nc4ccccc4[nH]3)ccc2C)cc1 | 3% | -2% | -3%
20 | Cc1cccc(NC(=O)CSc2nnc(CNC(=O)c3c(F)cccc3Cl)o2)c1C | -1% | -1% | 6%
21 | Cc1ccc(C2c3c(-c4cc(C)ccc4O)n[nH]c3C(=O)N2Cc2ccco2)cc1 (stereo unspecified) | -75% | -15% | -22%
22 | O=C(Nc1ccc(-c2nc3ccccc3o2)c(O)c1)c1cc(Cl)ccc1Cl | -12% | -9% | 5%
23 | CCc1cccc(NC(=O)CN(c2ccc(C)cc2)S(=O)(=O)c2cccs2)c1 | -1% | 1% | -8%
24 | COc1cccc(C(=O)Nc2nc3nc(C)c(C)c(=O)n3[nH]2)c1 | -4% | -6% | 4%
25 | COc1ccc2oc(=O)cc(CN3CCN(c4ccccc4OC)CC3)c2c1 | -1% | -3% | -4%
26 | COc1ccc2c(c1)CCc1c(C(=O)Nc3cc(C)ccc3O)noc1-2 | 0% | -1% | 22%
27 | Nc1c(C(=O)Nc2ccc(OC(F)(F)F)cc2)sc2nc(-c3ccncc3)ccc12 | -30% | -3% | -32%[inhibitor]
28 | COc1ccc(CNC(=O)Cc2c(C)c3cc4c(C)coc4cc3oc2=O)cc1OC | -1% | -5% | -10%
29 | CCOc1ccc(C(=O)Nc2c(C(=O)Nc3ccccc3OC)oc3ccccc23)cc1OCC | -3% | -7% | 9%
30 | CC(C)C12CN3CC(C(C)C)(CN(C1)C3c1ccc(OCc3ccccc3)cc1)C2=O (stereo unspecified) | -1% | -4% | 1%
31 | Cc1cc(C)cc(NC(=O)CSc2oc(-c3cccs3)nc2S(=O)(=O)c2ccc(Br)cc2)c1 | -3% | -4% | -25%
32 | Cc1ccc(-n2nc(C(=O)Nc3ccc(Cl)cn3)c3c4ccccc4n(C)c3c2=O)cc1 | -1% | -6% | -1%
33 | CCCNC(=O)CCc1c(C)nc2nc(CNC(=O)c3ccccc3)nn2c1C | -2% | -4% | -6%
34 | CCOC(=O)CCn1nc(C)c2c(C)n(-c3ccccc3)nc2c1=O | 0% | 3% | 6%
35 | CCCCCSc1nnc2c(n1)OC(CC)Nc1ccc(Br)cc1-2 (stereo unspecified) | -2% | -6% | 4%
36 | COc1ccc(OC)c(NC(=O)Cn2c(=O)n(-c3cccc(C)c3)c(=O)c3c2c2cc(C)ccc2n3C)c1 | -1% | -2% | 4%
37 | Cc1ccc(S(=O)(=O)c2nc(-c3ccco3)oc2SCc2ccc(F)cc2)cc1 | -1% | 6% | 1%
38 | Cc1ccc(-n2c3nc(=O)[nH]c(=O)c-3cc3c(Cl)cccc32)cc1 | 7% | -1% | 2%
39 | Cc1ccc(NC(=O)c2c(NC(=O)c3ccccc3Cl)sc3c2CCC3)cc1 | -12% | 1% | -4%
40 | CCOC(=O)c1ccc(-c2ccc(/C=C(\C#N)C(=O)Nc3ccc(C)cc3OC)o2)cc1 | 7% | 2% | 2%
41 | Cc1ccc(Cl)cc1NC(=O)c1nnn(Cc2ccccc2)c1N | -33% | 3% | -8%
42 | COc1ccc(/C=C/C(=O)Nc2ccc(Cl)cc2Cl)cc1 | -9% | -1% | 3%
43 | COc1ccccc1N1CCN(S(=O)(=O)c2c(C)sc3ncn(CC(=O)NCCN(C)C)c(=O)c23)CC1 | -2% | 7% | 0%
44 | CCOc1ccc(OCC)c(NC(=O)c2nnn(CC(=O)Nc3cc(Cl)ccc3OC)c2N)c1 | -1% | -16% | -22%
45 | Cc1coc2cc3oc(=O)c(CCC(=O)N4CCCCC4)c(C)c3cc12 | 4% | 5% | 11%
46 | Cc1ccc(Nc2c(-c3ccc(C)s3)nc3ccccn23)cc1 | -1% | -2% | ?
47 | O=C(CC(NCc1cccnc1)C(=O)O)Nc1ccc(F)cc1 (stereo unspecified) | -4% | 13% | -5%
48 | Cc1oc2c(C)c3oc(=O)c(CCC(=O)N4CCCCC4)c(C)c3cc2c1C | 0% | -7% | 11%

Single records, from the list above.
CCCOc1cccc(C(=O)Nc2cccc(NC(=O)c3ccc(Cl)cc3Cl)c2)c1 in the list: TR SRC2 fluor cs = -4%; TRb SRC2 PPI = -2%; SMN2 splice enh = -11%
CN(C)C=NC(=O)c1cc2c(n(-c3ccccc3)c1=O)CC(C)(C)CC2=O in the list: TR SRC2 fluor cs = ?; TRb SRC2 PPI = 1%; SMN2 splice enh = -1%

Continued:
no. | Compound | TR SRC2 fluor cs | TRb SRC2 PPI | SMN2 splice enh
49 | COc1cc(CNCCSc2nnnn2C)ccc1OCc1ccc(Cl)cc1Cl | -10% | 0% | -16%
50 | Cc1ccc(CNC(=O)c2ccc3c(=O)n(-c4ccccc4)c(=O)[nH]c3c2)cc1 | -1% | -7% | -8%
51 | CCOc1ccc(C(=O)c2cn(CC(=O)Nc3ccc4c(c3)OCO4)c3ccc(OCC)cc3c2=O)cc1 | 0% | 5% | 7%
52 | COc1cccc(CNC(=O)c2nn(-c3ccc(C)cc3)c(=O)c3c2c2ccccc2n3C)c1 | 2% | -2% | 2%
53 | Cc1ccc(NC(=O)Cn2c(=O)n(CCCCC(=O)NCCc3ccc(Cl)cc3)c(=O)c3ccccc32)cc1 | 3% | -5% | -4%
54 | CCCCN(CC)C(=O)CCNS(=O)(=O)c1ccc2c(c1)c(=O)n(C)c(=O)n2C | -1% | -9% | -25%
55 | Cc1noc(C)c1S(=O)(=O)N(CC(=O)NCCc1ccccc1)c1ccc(C(C)C)cc1 | -3% | -3% | -3%
56 | O=C(c1ccc2c(Cl)c3c(nc2c1)CCCC3)N1CCN(c2cccc(Cl)c2)CC1 | 3% | 3% | 34%
57 | COc1c(C)cc(S(=O)(=O)NCCc2c(C)[nH]c3ccccc23)c(C)c1C | 3% | -1% | -8%
58 | Cc1ccc(NC(=O)NCCOCCn2c(=O)oc3ccccc32)cc1C | -1% | -5% | -16%
59 | COc1ccc(-n2nc(C(=O)Nc3ccc(Cl)cn3)c3c4ccccc4n(C)c3c2=O)cc1Cl | -1% | -5% | -4%
60 | COC(=O)c1ccc(C(=O)OC)c(NC(=O)c2c(-c3ccccc3)c(-c3ccccc3)nn(C)c2=O)c1 | 0% | 5% | 5%
61 | COc1ccc(N2CCN(C(=O)c3cc4c(s3)-c3ccccc3OC4)CC2)cc1 | -80%[53 µM] | -20%[53 µM] | -13%
62 | CCN(CC)S(=O)(=O)c1ccc2c(c1)c(=O)c(C(=O)N1CCN(c3cccc(C)c3)C(C)C1)cn2C (stereo unspecified) | -2% | -10% | 6%
63 | COC(=O)C1=C(c2ccccc2)c2ccccc2S(=O)(=O)N1CC(=O)Nc1ccc(F)c(F)c1 | -7% | 6% | -21%
64 | COc1ccc(-c2nc(CS(=O)(=O)CC(=O)NCc3ccccc3Br)c(C)o2)cc1 | 1% | -5% | -12%
65 | Cc1ccccc1Cn1nnc2sc3c(c2c1=O)CCCC3 | 1% | -1% | -10%
66 | Cn1c(=O)oc2cc(S(=O)(=O)N3CCC(C(=O)NCc4ccccc4Cl)CC3)ccc21 | -5% | 1% | 1%
67 | CC(C)OC(=O)c1ccc(NC(=O)CSc2nc(-c3cccs3)cc(C(F)(F)F)n2)cc1 | 1% | -7% | -5%
68 | COc1cc2c(=O)n(Cc3ccccc3Cl)c(=O)n(CC(=O)Nc3ccc(C)c(C)c3)c2cc1OC | -2% | -1% | 4%
69 | CCOc1cc(C(=O)Nc2ccc(-c3cn4cccnc4n3)cc2)cc(OCC)c1OCC | -3% | -2% | -5%
70 | COc1ccc(NC(=O)CCn2nc(-c3ccccc3OC)c3c(C)cc(C)nc32)cc1 | 0% | -3% | 3%
71 | CCc1ccc(NC(=O)CSc2ncc(S(=O)(=O)c3cc(C)ccc3C)c(=O)[nH]2)cc1 | -8% | -4% | -3%
72 | Cc1nc(SCC(=O)Nc2ccccc2F)[nH]c(=O)c1Cc1ccccc1 | 8% | -2% | 24%
73 | Cc1cc(C)cc(OCC(=O)Nc2ccc(-c3nc4ccccc4o3)cc2)c1 | 2% | -1% | 6.3µM*
74 | Cc1cc(C)cc(C(=O)N2CC(=O)Nc3ccc(C)cc3C2c2ccccc2)c1 (stereo unspecified) | -1% | -5% | -4%
75 | COC(=O)c1cc2sccc2n1Cc1c(C)cc(C)cc1C | 2% | 3% | 8%
76 | Cc1ccc(-c2c(C(=O)N3CCN(c4cccc(C)c4C)CC3)oc(=O)c3ccccc23)cc1 | -3% | 2% | 8%
77 | CCN(Cc1ccccc1)Cc1c(O)ccc2c(=O)c(-c3ccccc3Cl)coc12 | 0% | 3% | 6%
78 | Cc1cc(Nc2ccc(Cl)cc2)n2cnnc2n1 | -1% | -6% | 3%
79 | Cc1ccc(OCc2nc(-c3ccc(C(=O)N4CCN(c5cc(Cl)ccc5C)CC4)cc3)oc2C)cc1 | 6% | 9% | -3%
80 | CCCC(=O)Nc1ccc2oc(-c3ccc(O)c(Br)c3)nc2c1 | -10% | 4% | 11µM*
81 | CCCn1c(SCc2nc(-c3ccccc3OCC)no2)nnc1-c1ccc(Cl)cc1 | ? | -6% | -15%
82 | CCCOc1ccc(/C=C/C(=O)Nc2sc(C)c(C)c2C(=O)OCC)cc1OC | ? | -4% | -4%
83 | CCOc1ccc(-c2nonc2NC(=O)c2ccc(C)cc2)cc1OCC | -32% | -3% | -7%
84 | Cc1cc(C)cc(NC(=O)CCS(=O)(=O)c2cccc3nsnc23)c1 | -1% | -1% | -5%
85 | Clc1ccc(-c2csc(=Nc3ccccc3)n2Cc2ccc3c(c2)OCO3)cc1 | ? | 4% | ?
86 | O=C(Nc1ccc2oc(-c3cccc(F)c3)nc2c1)c1ccc2ccccc2c1 | 6% | -8% | -5%
87 | Cc1cccc(Cn2c(=O)n(CCCC(=O)NCc3ccccc3Cl)c(=O)c3ccccc32)c1 | -1% | -3% | -2%
88 | COc1ccc(C2CC(=O)c3c([nH]c(C(=O)OCCOc4ccccc4)c3C)C2)cc1OC (stereo unspecified) | -2% | -1% | 4%
89 | CCOc1ccc(CCNC(=O)c2ccc(Nc3nc4ccccc4n4nnnc34)cc2)cc1OCC | -1% | -6% | 3%
90 | CCOc1ccc(-n2nc3ccc(NC(=O)Cc4ccccc4)cc3n2)cc1 | 3% | -6% | -6%
91 | CCSc1ncc(Cl)c(C(=O)N(Cc2ccccc2)Cc2ccco2)n1 | ? | 22%[53 µM] | -7%
